Htt clearance: clearance of mutant huntingtin inclusions, primary screen, imaging, HeLa Exon1htt(103Q)mCFP, confocal imaging; AID 853, 2007; hit rate 0.42% among 47,000; aggregate imaging; zero = plate's median compound well; inhibition, % at 1.5 µM;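 active = inhibition of aggregate fluorescence above about 70%, also judged a hit by eye on the cell image, limit read from the data, passing the limit was not always enough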;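 also: cells exposed to compound for three days before fixation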
Htt clearance grain fraction: second read-out of Htt clearance, no call of its own (marks repeat the call); fraction fluorescence in grains; measured here: aggregate grain fluorescence fraction; stronger effect = lower value;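 scaled fraction of total cell fluorescence in grains with unit not stated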
An asterisk follows results filed as active; i = inactive. These rows are one share of the data, so the mix of outcomes need not match the whole.

SMILES | Htt clearance | Htt clearance grain fraction
COc1ccc(CN2CCN(S(=O)(=O)c3ccc(F)cc3)CC2)c(OC)c1OC | -41.1 | 27.9
CC(C)C1Nc2ccc(S(N)(=O)=O)cc2C2C=CCC21 (stereo unspecified) | -18.2 | 19.6
CCOC(=O)/C(=C\Nc1ccc(OC(F)(F)F)cc1)Sc1ncc(C(F)(F)F)cc1Cl | 2.4 | 31
N#Cc1ccc(NC(=O)C2CC(c3ccc(F)cc3)=NO2)cc1 (stereo unspecified) | -19.0 | 41.7
CC(=O)N/C(=N/c1nc(C)cc(C)n1)Nc1ccc(NC(C)=O)cc1 | -84.2 | 35.4
Cc1c(NC(=O)c2noc(C(C)C)c2[N+](=O)[O-])c(=O)n(-c2ccccc2)n1C | -28.0 | 66.7
CC(SCc1cn2cc(Cl)ccc2n1)C(=O)O (stereo unspecified) | -9.2 | 43.6
N#Cc1cn(CC(=O)N2CCc3ccccc3C2)c2ccccc12 | 6.2 | 18.3
Cc1csc(=N)n1CC(=O)N1CCc2ccccc21 | -1.9 | 33.4
O=C(NC1CCCC1)c1ccc2nc[nH]c2c1 | -89.1 | 35.1
COc1cccc(C(c2nnnn2C(C)(C)C)N2CCN(C3CCCCC3)CC2)c1OC (stereo unspecified) | 28.8 | 27.1
O=C(c1ccncc1)c1ccc(N2CCN(C3CC(=O)N(Cc4ccccc4)C3=O)CC2)cc1 (stereo unspecified) | 15.5 | 15.9
COCCCn1c(C(C)C)nc2oc3cc(OC)ccc3c(=O)c2c1=O | 36.7 | 21.6
CC(C)Oc1ccc(N2CC(C(=O)Nc3ccc(N4CCOCC4)cc3)CC2=O)cc1 (stereo unspecified) | -13.1 | 22.1
N#Cc1c(C(F)(F)F)cc(C2CC2)nc1N1CCCC1 | -18.2 | 44.5
COC(CN1C(=O)C(O)=C(C(C)=O)C1c1ccccn1)OC (stereo unspecified) | -34.9 | 50.7
O=C(CSc1nc2sc3c(c2c(=O)[nH]1)CCCC3)NCCO | -57.3 | 50.7
CCOc1ccccc1-n1c(SCC(=O)N2CCOCC2)nnc1-c1ccccn1 | 51.4 | 10.4
O=C1NC2NC(=O)N(C(Cc3ccccc3)C(=O)O)C2N1 (stereo unspecified) | 52.7 | 17.4
COc1cccc(N(CC(=O)N2CCc3ccccc3C2)S(C)(=O)=O)c1 | 0.3 | 19.5

Two compounds picked at random from those above, as already listed:
SMILES | Htt clearance | Htt clearance grain fraction
COc1ccc(CN2CCN(S(=O)(=O)c3ccc(F)cc3)CC2)c(OC)c1OC | -41.1 | 27.9
CC(SCc1cn2cc(Cl)ccc2n1)C(=O)O (stereo unspecified) | -9.2 | 43.6

(cont.)
SMILES | Htt clearance | Htt clearance grain fraction
CC(=O)Nc1nnc(SCC(=O)NCCOc2ccccc2)s1 | -3.0 | 42
O=C(CCN1C(=O)c2ccccc2C1=O)NC(=S)Nc1cccc(Cl)c1 | -30.2 | 50.6
COc1ccc(C2CC(c3ccccc3)Nc3nc(NC(=O)c4ccco4)nn32)cc1 (stereo unspecified) | 19.6 | 29
Cc1cccc(OCC(=O)O/N=C(\N)c2ccc(Cl)cc2)c1 | 7.2 | 31
CSc1nnc(C)c(=O)[nH]1 | -54.5 | 31.4
Cc1n[nH]c(C)c1S(=O)(=O)Nc1ccc2c(c1)OCCO2 | 5.0 | 44
Cc1ccc2nc(-c3ccc(NC(=O)CN4CCN(C(=O)c5ccco5)CC4)cc3)sc2c1 | 29.7 | 27.5
Cc1ccc(CNc2ccc3c(c2)OCO3)c(C)c1 | -499.6 | 113
CCS(=O)(=O)N1CCCC(C(=O)NCC2CCCO2)C1 (stereo unspecified) | 5.5 | 40.8
Cn1nc(C(=O)Nc2ccc(S(=O)(=O)N3CCCC3)cc2)ccc1=O | 15.0 | 33.6
O=C(c1cc2cc(Cl)ccc2oc1=O)N1CCOCC1 | 54.9 | 8.46
Cc1cc(=O)[nH]c(/N=C(\N)Nc2cccc3ccccc23)n1 | 0.5 | 36.5
CCOc1ccccc1NC(=O)CCc1ccc(C)o1 | 8.9 | 34
CCCn1c(N2CCC(Cc3ccccc3)CC2)nc2c1c(=O)[nH]c(=O)n2C | 27.1 | 30.7
CCOC(=O)c1c(C2COc3ccccc3O2)csc1NC(=O)c1ccco1 (stereo unspecified) | -47.3 | 55
COc1ccccc1-c1n[nH]c(=S)o1 | 2.3 | 18.1
CCOC(=O)C1=C(CSc2n[nH]c(N)n2)NC(=O)NC1C (stereo unspecified) | -33.4 | 27.9
CCOC(=O)c1cccnc1SCC(=O)NC(C)CC (stereo unspecified) | 23.2 | 35.5
Cc1cccn2c(/C=N/OCc3cccc(F)c3)c(-c3ccc(Cl)cc3)nc12 | -10.9 | 41.8
O=C(NCc1ccccc1)N(Cc1nc2ccccc2c(=O)[nH]1)C1CCCC1 | -8.3 | 39.8

Reprinted from the results shown for reference:
SMILES | Htt clearance | Htt clearance grain fraction
CC(=O)Nc1nnc(SCC(=O)NCCOc2ccccc2)s1 | -3.0 | 42
O=C(CCN1C(=O)c2ccccc2C1=O)NC(=S)Nc1cccc(Cl)c1 | -30.2 | 50.6
COc1ccc(C2CC(c3ccccc3)Nc3nc(NC(=O)c4ccco4)nn32)cc1 (stereo unspecified) | 19.6 | 29
Cc1cccc(OCC(=O)O/N=C(\N)c2ccc(Cl)cc2)c1 | 7.2 | 31
CSc1nnc(C)c(=O)[nH]1 | -54.5 | 31.4
Cc1n[nH]c(C)c1S(=O)(=O)Nc1ccc2c(c1)OCCO2 | 5.0 | 44
Cc1ccc2nc(-c3ccc(NC(=O)CN4CCN(C(=O)c5ccco5)CC4)cc3)sc2c1 | 29.7 | 27.5
Cc1ccc(CNc2ccc3c(c2)OCO3)c(C)c1 | -499.6 | 113
CCS(=O)(=O)N1CCCC(C(=O)NCC2CCCO2)C1 (stereo unspecified) | 5.5 | 40.8
Cn1nc(C(=O)Nc2ccc(S(=O)(=O)N3CCCC3)cc2)ccc1=O | 15.0 | 33.6
O=C(c1cc2cc(Cl)ccc2oc1=O)N1CCOCC1 | 54.9 | 8.46
Cc1cc(=O)[nH]c(/N=C(\N)Nc2cccc3ccccc23)n1 | 0.5 | 36.5
CCOc1ccccc1NC(=O)CCc1ccc(C)o1 | 8.9 | 34
CCCn1c(N2CCC(Cc3ccccc3)CC2)nc2c1c(=O)[nH]c(=O)n2C | 27.1 | 30.7
CCOC(=O)c1c(C2COc3ccccc3O2)csc1NC(=O)c1ccco1 (stereo unspecified) | -47.3 | 55
COc1ccccc1-c1n[nH]c(=S)o1 | 2.3 | 18.1
CCOC(=O)C1=C(CSc2n[nH]c(N)n2)NC(=O)NC1C (stereo unspecified) | -33.4 | 27.9
CCOC(=O)c1cccnc1SCC(=O)NC(C)CC (stereo unspecified) | 23.2 | 35.5
Cc1cccn2c(/C=N/OCc3cccc(F)c3)c(-c3ccc(Cl)cc3)nc12 | -10.9 | 41.8
O=C(NCc1ccccc1)N(Cc1nc2ccccc2c(=O)[nH]1)C1CCCC1 | -8.3 | 39.8

Additional entries follow.
SMILES | Htt clearance | Htt clearance grain fraction
COC(=O)C(O)(CC(=O)Nc1cccc(SC)c1)C(F)(F)F (stereo unspecified) | 59.6 | 7.07
O=C1CC(c2ccccc2)Cc2nc(NCc3ccco3)ncc21 (stereo unspecified) | 33.6 | 12.1
O=C(NCC(c1cccnc1)N1CCOCC1)c1ccc2c(c1)OCO2 (stereo unspecified) | -3.3 | 22.2
Cc1ccc(OCc2ccc(C(=O)Nc3nccs3)o2)cc1C | -19.6 | 51.9
Cc1csc2ncc(C(=O)N3c4ccccc4CC3C)c(=O)n12 (stereo unspecified) | 25.0 | 36.2
CC(C)CC1NC(=S)N(C2CCCCC2)C1=O (stereo unspecified) | -9.8 | 24.2
C=CCn1c(Oc2ccc(C(=O)OC)cc2)nc2c1c(=O)n(C)c(=O)n2C | 12.4 | 26.9
CCC(c1nnnn1C(C)(C)C)N1CCN(C2CCCC2)CC1 (stereo unspecified) | 8.4 | 42.4
CCCOC(=O)C1=C(C)OC23OC(N)=C(C#N)C12C(=O)c1ccccc13 (stereo unspecified) | -30.0 | 25.3
COC(=O)CSc1nnc2n(C3CCCCC3)c(=O)c3c4c(sc3n12)CCCC4 | -24.2 | 47.3
CCN(CC)S(=O)(=O)c1cc(F)ccc1OC | 62.4 | 7.14
O=C(c1cnn2c(C(F)F)cc(-c3ccccc3)nc12)N1CCOCC1 | 43.3 | 10.5
O=C1N2CCSC2=NC1(NS(=O)(=O)c1ccccc1)C(F)(F)F (stereo unspecified) | -11.3 | 39
Cc1ccc(CN2CC34C=CC(O3)C(C(=O)NCc3ccco3)C4C2=O)cc1 (stereo unspecified) | 32.9 | 24.9
Cc1noc(C)c1CSc1nnc2c(C)cc3ccccc3n12 | -8.6 | 18.7
Nc1cc(=O)[nH]c(SCC(=O)Nc2ccc(F)c(Cl)c2)n1 | -35.4 | 27.2
CCCSC1=C(C#N)C(c2ccc(O)c(OC)c2)CC(=O)N1 (stereo unspecified) | 36.1 | 23.6
Cc1cc(C)nc(Nc2ncc(O)n2-c2ccc(C)c(C)c2)n1 | 3.8 | 22.4
CCS(=O)(=O)N1CCN(C(=O)CCC2CCCC2)CC1 | 20.2 | 15.7
Cc1c(C(=O)Nc2ccc(Cl)cn2)oc2ccccc12 | -107.3 | 39.3
O=C(NC1CCCC1)c1cccc(S(=O)(=O)N2CCCCC2)c1 | -23.1 | 22.4
O=C(CSc1ncnc2c1oc1ccccc12)Nc1ccccc1F | -35.9 | 48.6
CC(C)(C)C(=O)c1sc2nc(-c3cccs3)cc(C(F)(F)F)c2c1N | -207.3 | 120
O=C(O)c1cc2nc(-c3ccccc3)cc(C(F)(F)F)n2n1 | 39.6 | 12.4
CCOC(=O)c1c(NC(=O)CSc2nnc(-c3ccc(OC)cc3)o2)sc2c1CCC2 | 8.7 | 17.1
C=CCNC(=O)C1CCN(S(=O)(=O)CC)CC1 | -82.7 | 38
COc1ccc(C(=O)Nc2ccc(S(=O)(=O)N3CCOCC3)cc2)cc1OC | 12.5 | 17.7
CC(=O)N(CC(=O)O)c1ccccc1C(=O)O | 10.4 | 34.1
O=[N+]([O-])c1ccc2nc(-c3ccc(Cl)cc3)n(OCc3ccccc3)c2c1 | -23.9 | 25.8
CCc1nc(SCC(=O)c2ccc(C)c(C)c2)n[nH]1 | -37.2 | 25.3
COc1ccc(NC(=O)C2CCCN(S(=O)(=O)c3cnc[nH]3)C2)cc1 (stereo unspecified) | -33.6 | 64.6
CNc1nc2c(c(=O)n(C)c(=O)n2C)n1Cc1ccccc1 | 5.6 | 19.1
O=C(COc1ccccc1O)Nc1ccc(Cl)cc1 | -47.9 | 54.8
OC(COc1ccc2cc(Br)ccc2c1)CN1CCCC1 (stereo unspecified) | 35.9 | 12.6
C=CCn1c(SCC(=O)Nc2cc(NC(C)=O)ccc2OC)nnc1-c1ccccn1 | 0.3 | 33.4
COc1ccnc(Oc2ccccc2)c1C#N | 56.4 | 9.32
O=C(C(Cc1ccccc1)n1cccc1)N1CCCCCC1 (stereo unspecified) | i | 254
CCCCC(=O)Nc1nc(C)c(C(C)=O)s1 | -4.5 | 38.6
Cc1ccc(-n2c(Cc3cccs3)nnc2SCC(=O)Nc2ccc(S(N)(=O)=O)cc2)cc1 | 17.9 | 29.8
Cc1ccc(-c2nnn(CC(=O)N(CC(=O)NCC3CCCO3)c3ccc(F)c(Cl)c3)n2)o1 (stereo unspecified) | -4.5 | 39.1
CCOC(=O)N1CCN(S(=O)(=O)c2ccc(OCC)c3ccccc23)CC1 | -2.5 | 41.5
COc1ccc(C2CC(C(F)(F)F)n3nc(C(=O)O)cc3N2)cc1OC (stereo unspecified) | -45.7 | 55.9
COc1ccc(OC)c2c(C)cc(N3CCN(C(=O)c4ccc(F)cc4)CC3)nc12 | -4.7 | 21.5
O=S(=O)(c1ccc2c(c1)OCCO2)N1CCC(n2nnc3cc(C(F)(F)F)ccc32)CC1 | 10.0 | 19.9
Cc1cc(C(=O)Cn2nnc(-c3ccc(Cl)cc3)n2)c(C)n1CC1CCCO1 (stereo unspecified) | 18.8 | 35.2
CCn1c(SCC(=O)Nc2cc(C)c(Cl)cc2OC)nnc1-c1ccco1 | 10.9 | 15
O=C(NCc1ccccc1F)C1CCCN1C(=O)NCc1ccccc1 (stereo unspecified) | 5.9 | 16.9
Cn1c2c(c(=O)n(C)c1=O)CN(Cc1ccco1)CN2 | 3.2 | 21.4
COc1cccc(-c2cc(C(=O)N3CCN(Cc4ccccc4)CC3)no2)c1 | -3.0 | 19.7
Cc1ccc(OCc2ccc(C(=O)N3CCOCC3)cc2)cc1C | -82.1 | 31.9
CN(C)c1nc(N)nc(CSc2nnnn2-c2ccccc2)n1 | 3.7 | 18.7
CC(C)(C)n1nc2c(c1NC(=O)c1ccc(Br)o1)CS(=O)C2 (stereo unspecified) | -23.7 | 21.5
CC(C)NC(=O)c1ccccc1NC(=O)CCS(=O)(=O)Cc1ccccc1 | -9.8 | 21.4
Nc1nc(NC(=O)c2cccnc2)nn1-c1ccccc1 | -56.5 | 54.9
Cc1ccc(Nc2nc(N)nc(CN3CCN(Cc4ccc5c(c4)OCO5)CC3)n2)cc1Cl | -123.4 | 42.8
Cc1ccc(-n2c(N)c(-c3nc4ccccc4n3C)sc2=S)cc1 | 65.8 | 5.87
CCOc1ccc2c(O)csc2c1 | 32.4 | 31.3
CC1(C)CC(=O)c2cc(OCC(=O)NCCCN3CCN(c4ccccc4F)CC3)ccc2O1 | 8.1 | 19.4
Cc1ccc(O)c(NC(=O)c2cccc(S(=O)(=O)N3CCCCC3)c2)c1 | 38.0 | 11.3
CC(=O)N1N=C(c2ccc(C)cc2)OC1c1ccc(C(C)C)cc1 (stereo unspecified) | -16.8 | 44

Source: PubChem BioAssay (Columbia University Molecular Screening Center)
